ASAP1 inh – ASAP1 ArfGAP inhibition. 0.19% of 360,000 active. Q9ULH1. ASAP1-stimulated ARF1 GTP hydrolysis, GDP FP detection. AID 624377. inhibition, % at 16.5 µM; in the data active = inhibition above about 25%;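 also: 0% = vehicle with enzyme and substrate and 100% = no enzyme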
PLCb3 inh – inhibitors of human phospholipase C beta3 | 0.18% of 370,000 active | inhibition, % at 12.2 µM | Purified PLC-beta3, fluorogenic substrate, fluorescence; in the data active = inhibition above about 11%;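 also: 0% = median of compound wells on plate and 100% = full blocker control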
Tn6 DDE FP – inhibitors of Tn6 peptide binding to human fibrin DD(E) | Fibrin DD(E) TRITC-Tn6 fluorescence polarization displacement | inhibition, % at 8.3 µM | P02675 | 0.21% of 370,000 active;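 active = inhibition above a per-campaign cutoff: mean of compounds within control limits plus 3 SD, cut at about 15% in these data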;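 also: 0% = median of all compound wells on the plate and 100% = blocking peptide control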
Tn7 DDE FP – inhibitors of Tn7 peptide binding to human fibrin DD(E). P02675. FP displacement of FITC-Tn7 peptide from fibrin DD(E); 0% = median of compound wells per plate. inhibition, % at 8.3 µM. 0.13% of 370,000 active. AID 720508;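 active = inhibition above the mean of compounds falling within the control limits plus 3 SD of them, cut at about 14% in these data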;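 also: 0% = plate median of compound wells and 100% = 10 µM Aha-Tn7 peptide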
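Test system – human fibrin DD(E) · Times – 10 min preincubation, 3 h with tracer, room temperature · Detection – fluorescence polarization of the labelled Tn7 tracer · Measure – percent inhibition normalized to high-control wells · Benchmarks – high control wells with 10 µM unlabelled Aha-Tn7 peptide (full inhibition) · Repeats – singlicate testing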
SIAE primary – blocks human sialic acid acetylesterase; inhibition, % at 9.66 µM; 0.69% of 370,000 active; SIAE FP-Rh probe binding, fluorescence polarization;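 active = inhibition above a cutoff: mean of compounds within the control limits plus 3 SD of those, cut at about 17% in these data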;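 also: 0% = plate median of compound wells and 100% = probe without SIAE protein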
ARFGAP1 inh – inhibits rat ARF GTPase activating protein 1; Q62848; Arfgap1-stimulated ARF1 GTP hydrolysis, GDP FP detection; inhibition, % at 16.5 µM; 0.26% of 360,000 active;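 active = inhibition above a per-plate limit, mean inhibition of low control wells plus 3 SD, cut at about 25% in these data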;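 also: 0% = DMSO wells with enzyme and 100% = wells lacking Arfgap1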
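Material: rat Arfgap1 GAP domain (His6, aa 1-136), purified enzyme. Also added: human ARF1(Δ1-17)-GTP substrate. Compound dosing: 16.5 µM single point, 1.26% DMSO. Timing: enzyme reaction 120 min at 25 °C after 20 min preincubation. Signal: GDP detection by fluorescence polarization. Read-out basis: percent inhibition of GAP-stimulated GDP formation, scaled between DMSO and no-Arfgap1 medians.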
ADAM10 inh – ADAM10 inhibition, QFRET primary screen | 0.62% of 370,000 active | AID 720582 | recombinant ADAM10, EDANS/DABCYL FRET peptide cleavage, 3 h | inhibition, % at 7 µM | O14672;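 active = inhibition above a per-campaign cutoff equal to the mean of compounds falling between control-based bounds plus 3 SD, cut at about 20% in these data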;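 also: 0% = DMSO wells while the 100% control is not disclosed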
Target sequence (O14672 214-748 limits assumed): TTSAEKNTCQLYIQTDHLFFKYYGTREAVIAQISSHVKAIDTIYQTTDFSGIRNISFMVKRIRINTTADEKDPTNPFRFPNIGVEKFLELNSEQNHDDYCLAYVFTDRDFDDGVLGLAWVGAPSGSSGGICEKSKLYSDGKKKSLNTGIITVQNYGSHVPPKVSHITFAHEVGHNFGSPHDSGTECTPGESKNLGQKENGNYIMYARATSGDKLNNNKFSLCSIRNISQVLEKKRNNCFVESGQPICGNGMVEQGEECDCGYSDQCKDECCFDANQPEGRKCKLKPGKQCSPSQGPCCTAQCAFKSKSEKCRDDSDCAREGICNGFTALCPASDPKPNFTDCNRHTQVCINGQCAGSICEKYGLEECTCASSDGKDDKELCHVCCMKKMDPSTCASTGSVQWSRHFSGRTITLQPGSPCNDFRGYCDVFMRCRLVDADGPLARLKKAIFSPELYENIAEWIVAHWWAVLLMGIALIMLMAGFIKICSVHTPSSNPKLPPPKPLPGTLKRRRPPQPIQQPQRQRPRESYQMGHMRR
ADAM17 inh – ADAM17 inhibition, QFRET primary screen; recombinant ADAM17, EDANS/DABCYL FRET peptide cleavage; P78536; inhibition, % at 6.95 µM; 0.83% of 370,000 active;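 active = inhibition above the mean of compounds lying between control limits plus 3 SD, set per campaign, cut at about 8.5% in these data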;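 also: 0% = DMSO-only wells as the low control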
PLCg1 inh – PLC-gamma1 (human) inhibition, primary screen. P19174. purified PLC-gamma1, fluorogenic substrate, fluorescence. inhibition, % at 12.2 µM. 0.84% of 370,000 active. AID 720700; in the data active = inhibition above about 9.5%
TDP2 absorb – TDP2 (human) inhibition, absorbance primary screen | O95551 | recombinant TDP2, T5PNP hydrolysis, p-nitrophenol absorbance 415 nm | 0.34% of 370,000 active | inhibition, % at 12.8 µM;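 active = inhibition above the mean of all tested compounds plus 3 SD, set per campaign, cut at about 25% in these data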;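 also: 0% = DMSO with enzyme and 100% = buffer with substrate but no TDP2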
Target sequence (O95551 whole entry, looked up): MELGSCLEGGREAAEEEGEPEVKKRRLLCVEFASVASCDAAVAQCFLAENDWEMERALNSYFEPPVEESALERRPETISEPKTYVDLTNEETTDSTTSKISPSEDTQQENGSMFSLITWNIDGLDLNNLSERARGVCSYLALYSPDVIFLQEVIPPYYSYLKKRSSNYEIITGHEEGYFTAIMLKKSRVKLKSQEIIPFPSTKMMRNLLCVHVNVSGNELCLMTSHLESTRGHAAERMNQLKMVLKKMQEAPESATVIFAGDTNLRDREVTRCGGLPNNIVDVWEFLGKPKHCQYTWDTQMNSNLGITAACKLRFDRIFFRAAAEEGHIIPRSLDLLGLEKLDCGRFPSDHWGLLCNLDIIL
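Test system: Human TDP2 enzyme | Reagent: 5 mM T5PNP | Compound dosing: 12.8 µM single point, 1% DMSO | Incubation: Enzyme reaction with compound for 2 h at 37 °C | Technique: p-Nitrophenol epi absorbance | Read-out: % inhibition relative to enzyme-containing and enzyme-free wells | Benchmarks: High control without enzyme, low control DMSO plus TDP2 | Replicates: Singlicate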
* hit, by the source's call; i = inactive; nt = not tested or not shown.

SMILES,ASAP1 inh,PLCb3 inh,Tn6 DDE FP,Tn7 DDE FP,SIAE primary,ARFGAP1 inh,ADAM10 inh,ADAM17 inh,PLCg1 inh,TDP2 absorb
CCOC(=O)C(=CNc1cccc(C)n1)C(=O)OCC,-8,1,-2,1,0,-7,3,1,2,-3
Cc1nn(-c2ccc(F)cc2)c(Cl)c1/C=C(\CCC(=O)O)c1nc2ccccc2s1,-1,-5,-3,-6,0,3,0,-4,6,-9
Cc1ccc(C(C)NC(=O)Cc2cccs2)cc1C (stereo not drawn),-13,-6,2,-4,-1,-3,-15,-2,2,-10
COC(=O)Cc1csc(Nc2ccc(F)c(Cl)c2)n1,-8,-10,-2,-1,22*,-10,1,-5,-3,3
Cn1c(CCC(=O)OCC(=O)NCc2ccc3c(c2)OCO3)nc(=O)c2ccccc21,0,-2,-3,1,-2,-6,-5,-7,2,8
CN(C)CC(=O)N[C@@H]1C[C@@H]2O[C@H](CO)CC[C@@H]2O[C@@H]1CCc1ccc(C#Cc2ccccc2)cc1,nt,1,1,2,5,nt,8,3,1,1
CC(=O)c1ccc(NC(=O)c2ccc3c(Cl)c4c(nc3c2)CCCC4)cc1,-1,-4,1,5,-7,-8,-6,-3,-1,-2
CCc1cc(=O)oc2cc(C)cc(OC(=O)c3ccco3)c12,6,-118,0,-4,-3,4,-14,-4,-96,2
CCOc1ccccc1NC(=O)CCCNC(=O)c1ccc(Cl)cc1,4,-1,1,-6,2,8,-1,0,0,-3
O=C(O)C1C2CCC(C2)C1C(=O)Nc1cc(F)ccc1F (stereo not drawn),1,0,0,-9,-1,16,-19,-2,3,-4
COC(=O)c1cc2ccccc2c(-c2c(OC)c(C(=O)OC)cc3ccccc23)c1OC,1,-121,2,-1,-5,-1,-119,-25,-100,-13
CCOC(=O)c1c(C)[nH]c(C)c1C(=O)CSc1nc2ccccc2c(=O)n1-c1ccc(C)cc1,-7,1,-2,1,-1,3,7,4,0,-9
COc1ccccc1-c1ccc(Nc2cccc(C(F)(F)F)c2)nn1,-4,-1,1,-2,0,1,-5,-1,5,3
CCCCCC(=O)NNC(=O)Nc1ccccc1,3,-2,-1,-3,-1,-2,-4,-3,-1,4
CCC1CCC2(CC1)SCC(=O)N2c1ccccc1 (stereo not drawn),8,1,-6,2,-2,-3,-2,-1,-3,2
COc1ccc(N(C)C(=O)c2cn(C)c(=O)c3cc(OC)c(OC)cc23)cc1,-1,1,3,-1,-3,1,6,-5,2,-7
C=CC[n+]1ccc2ccccc2c1C,-3,-4,3,3,-3,2,-22,-6,-5,-7
Cc1ccc(CN2CC=CS2(=O)=O)cc1,13,4,0,-10,9,11,0,-3,0,-3
COc1cc(/C=C/C(=O)O)ccc1OS(=O)(=O)c1c(C)cc(C)cc1C,4,-9,-1,3,-4,0,-8,2,3,5
O=C(CCn1c(=O)c2ccccc2n(Cc2ccccc2)c1=O)NCc1ccc2c(c1)OCO2,-9,2,-1,3,-26,-18,6,-2,-3,7

Part of the list above, showing only TDP2 absorb.
canonical_smiles	TDP2 absorb
COC(=O)c1cc2ccccc2c(-c2c(OC)c(C(=O)OC)cc3ccccc23)c1OC	-13
CCOC(=O)c1c(C)[nH]c(C)c1C(=O)CSc1nc2ccccc2c(=O)n1-c1ccc(C)cc1	-9
COc1ccccc1-c1ccc(Nc2cccc(C(F)(F)F)c2)nn1	3
CCCCCC(=O)NNC(=O)Nc1ccccc1	4
CCC1CCC2(CC1)SCC(=O)N2c1ccccc1 (stereo not drawn)	2
COc1ccc(N(C)C(=O)c2cn(C)c(=O)c3cc(OC)c(OC)cc23)cc1	-7

Other entries
SMILES,ASAP1 inh,PLCb3 inh,Tn6 DDE FP,Tn7 DDE FP,SIAE primary,ARFGAP1 inh,ADAM10 inh,ADAM17 inh,PLCg1 inh,TDP2 absorb
COc1ccc(C2CC(=O)C3=C(C2)Nc2ccccc2N(C(C)=O)C3c2ccco2)cc1 (stereo not drawn),3,-80,-2,-1,4,4,-21,-9,-57,6
COc1ccc(C=CC(=O)c2ccc(OCc3ccccc3)c(OC)c2)cc1OC,7,-171,-3,-1,-11,20,-33,-8,-145,-12
C=CCC(C(=O)OC)(C(=O)OC)c1ccccc1[N+](=O)[O-],-3,-6,2,5,-6,2,4,-2,-2,12
Cn1c(C(=O)NCC2CCCO2)cc2c(=O)n(C)c3ccccc3c21 (stereo not drawn),3,-7,3,-2,-7,-3,-69,-16,-7,5
NS(=O)(=O)c1ccc(CNC(=O)CCSCCC(=O)NCc2ccc(S(N)(=O)=O)cc2)cc1,14,1,8,-5,-1,11,-2,2,-2,-7
COc1ccccc1C(=O)C1CCCN(C(=O)c2ccccc2C(C)=O)C1 (stereo not drawn),-6,-7,3,2,0,7,-10,0,-1,-4
CNCc1ccccc1Sc1cccc(O)c1,-4,-4,-1,7,-12,0,-5,-4,0,-2
COc1ccc(/C(C)=N/OCC(=O)Nc2nc3ccccc3s2)cc1OC,1,-9,-11,2,-15,16,12,7,-4,-12
Cc1ccc(NC2=C(Cl)C(=O)OC2OC(=O)c2ccco2)cc1C (stereo not drawn),4,2,0,-11,-1,4,11,8,9,-15
Cn1c(=O)c2c(nc(NCc3ccco3)n2Cc2ccccc2Cl)n(C)c1=O,-1,-1,6,-2,2,4,-4,-4,1,1
C[C@@H]1CN([C@@H](C)CO)C(=O)Cc2cc(NS(=O)(=O)c3cn(C)cn3)ccc2O[C@@H]1CN(C)C(=O)Nc1ccccc1,10,2,-4,1,2,4,-1,-2,-3,9
CCOC(=O)c1cnc(-n2cc(C)cn2)nc1Nc1ccccc1OC,-7,2,1,-4,-9,7,-6,-6,3,0
CCCCN1Cc2c(nc3cc(-c4ccccc4)[nH]n3c2=O)C1=O,-8,i,-2,3,4,3,i,-177,-410,0
COc1ccc(C2C(C(=O)Nc3ccc(Cl)cc3)CCC(=O)N2c2ccc(OC)cc2)cc1 (stereo not drawn),nt,0,-1,-2,-2,nt,6,5,2,2
Cc1onc(-c2ccccc2)c1-c1csc(N/N=C/c2ccccc2Cl)n1,5,-231,1,-2,-7,-8,5,0,-152,-11
CC(C)c1ccc2oc(=O)cc(CN3CCN(Cc4ccccc4)CC3)c2c1,-5,-15,3,4,6,7,-1,-2,-2,-8
CCN(CC)C(=O)c1cnn(-c2ccccc2)c1NC(=O)c1ccco1,7,3,0,-6,0,13,9,3,2,-14
CC1CCN(CCCn2c(=S)[nH]c3c(sc4ccccc43)c2=O)CC1,-4,-1,0,-3,2,10,-8,-2,1,1
CC1CCN(S(=O)(=O)c2ccc(NC(=O)CN3CCCCCC3)cc2)CC1,-4,-1,5,7,8,-2,14,1,4,-5
O=C(NC1CCCCC1)C1CCCN1S(=O)(=O)c1cccc2nsnc12 (stereo not drawn),8,6,-5,-3,2,3,0,-2,3,-5

2 successive records out of the list so far:
SMILES,ASAP1 inh,PLCb3 inh,Tn6 DDE FP,Tn7 DDE FP,SIAE primary,ARFGAP1 inh,ADAM10 inh,ADAM17 inh,PLCg1 inh,TDP2 absorb
CC1CCN(S(=O)(=O)c2ccc(NC(=O)CN3CCCCCC3)cc2)CC1,-4,-1,5,7,8,-2,14,1,4,-5
O=C(NC1CCCCC1)C1CCCN1S(=O)(=O)c1cccc2nsnc12 (stereo not drawn),8,6,-5,-3,2,3,0,-2,3,-5

Later entries
SMILES,ASAP1 inh,PLCb3 inh,Tn6 DDE FP,Tn7 DDE FP,SIAE primary,ARFGAP1 inh,ADAM10 inh,ADAM17 inh,PLCg1 inh,TDP2 absorb
Cc1cc(C)c(OCCCNCc2ccccc2)c(Br)c1,15,-6,1,-4,-5,8,2,-4,5,10
Cc1ccccc1Nc1c(-c2cccnc2)nc2ccccn12,-2,-26,1,11,5,-1,-20,-6,-14,6
NC(=S)N/N=C/c1ccccc1O,2,-248,2,-6,4,-5,-144,-52,-153,-1
CCc1ccc2oc(C(=O)NCCc3ccc(S(N)(=O)=O)cc3)cc(=O)c2c1,8,-12,1,4,0,16,-13,-6,-5,-8
Cc1ccc(N2CC(C(=O)Nc3ccncc3)CC2=O)cc1 (stereo not drawn),11,0,-1,-5,-7,9,5,-2,-2,4

Source: PubChem (The Scripps Research Institute Molecular Screening Center)
